Screening results deposited in PubChem BioAssay by several laboratories.
GPR55 LPI antagonism: GPR55 antagonists blocking LPI-driven arrestin recruitment, primary screen, imaging, U2OS, beta-arrestin-GFP, LPI agonist (AID 2013). U2OS GPR55 beta-arrestin-GFP translocation imaging, LPI antagonism; higher % means a stronger effect. inhibition, % at 10 µM, or IC50 in µM where a hit was titrated. actives 0.13% (n = 290,000);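 active = spots per cell inhibited over 60%, with over 100 cells counted and total cytoplasm intensity under 500,000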;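 note: U2OS cells stably carrying GPR55 and arrestin-GFP stimulated by 5 µM LPI near EC80; imaged beta-arrestin-GFP aggregate spots per cell after agonist stimulation; plate controls were LPI-stimulated DMSO wells for no effect and DMSO wells without LPI for full effect; some results filed as inactive read as strong as hits; confirmed hits need IC50 under 10 µM and bright autofluorescent wells are also inconclusive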
HIV fusion peptide: inhibitors of HIV fusion peptide binding, primary screen, biochemical, uHTS, fluorescence dequenching (AID 1986); inhibition, % at 20 µM; hits with a dose series show IC50 in µM; cell-free peptide binding, fluorescence dequenching, 30 min; higher % means a stronger effect; actives 0.3% (n = 290,000); in the data active = inhibition mostly above about 52%, no sharp cut-off; inactive = mostly below about 76%; note: some results filed as inactive read as strong as hits
GPR55 activation: GPR55 agonists via beta-arrestin recruitment, primary screen, imaging, U2OS cells, beta-arrestin-GFP redistribution (AID 1961); activation, % at 10 µM, or EC50 in µM where a hit was titrated; U2OS GPR55 beta-arrestin-GFP redistribution imaging; higher % means a stronger effect; actives 0.048% (n = 290,000);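 active = activation above 40% with more than 50 cells counted in the well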;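 note: U2OS osteosarcoma cells stably expressing GPR55 and beta-arrestin-GFP; plate controls were DMSO negative control for no effect and LPI positive control for full effect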
SIAH1 antagonists: Siah-1 peptide-binding antagonists, primary screen, biochemical, fluorescence polarization, rhodamine-plectin, uHTS (AID 1817); Siah-1 / rhodamine-plectin peptide fluorescence polarization; higher % means a stronger effect; actives 0.02% (n = 290,000); displacement, % at 20 µM, or IC50 in µM where a hit was titrated;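 active = displacement of at least 50% at 20 µM, with a fluorescence ratio check between 0.3 and a set limit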;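 note: plate controls were Siah plus tracer with DMSO for no effect and tracer alone without Siah for full effect; strong numbers were not always called active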
NTR1 agonist: agonists of NTR1, primary screen, imaging, U2OS cells, beta-arrestin-GFP, high content (AID 493036). NTR1-U2OS beta-arrestin-GFP spot imaging, agonist mode. activation, % at 20 µM. actives 0.17% (n = 330,000);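 active = activation at or above 40% of the spot to cytoplasm intensity ratio, with at least 20 cells analyzed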;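 note: 0% = DMSO without peptide and 100% = 100 nM NTR1 peptide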
Target sequence (P30989 whole entry, looked up): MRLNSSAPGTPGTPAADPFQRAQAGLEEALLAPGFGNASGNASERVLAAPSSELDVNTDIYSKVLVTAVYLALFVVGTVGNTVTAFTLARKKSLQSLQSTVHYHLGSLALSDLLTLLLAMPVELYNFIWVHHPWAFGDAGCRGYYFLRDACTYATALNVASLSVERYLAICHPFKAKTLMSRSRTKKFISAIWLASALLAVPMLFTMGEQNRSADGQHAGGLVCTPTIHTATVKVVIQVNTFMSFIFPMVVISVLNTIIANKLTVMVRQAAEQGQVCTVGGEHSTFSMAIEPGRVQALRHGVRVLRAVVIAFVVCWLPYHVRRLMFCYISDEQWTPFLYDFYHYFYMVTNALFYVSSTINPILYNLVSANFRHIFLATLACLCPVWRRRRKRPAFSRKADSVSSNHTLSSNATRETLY
GPR35 antagonists: GPR35 antagonists blocking zaprinast-driven arrestin recruitment, primary screen, imaging, U2OS, beta-arrestin-GFP, zaprinast agonist (AID 2058) | U2OS GPR35 beta-arrestin-GFP translocation imaging, zaprinast antagonism; higher % means a stronger effect | inhibition, % at 10 µM; hits with a dose series show IC50 in µM | actives 0.052% (n = 290,000);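 active = inhibition of at least 50% with at least 30 cells and total cytoplasm GFP at most 10,000,000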
AID2073: disruptors of CaV2.2 binding to Mint1 – biochemical, HTRF (AID 2073); actives 0.19% (n = 290,000); HTRF protein-protein interaction, Mint1-CaV2.2; higher % means a stronger effect; inhibition, % at 20 µM; hits with a dose series show IC50 in µM; in the data active = inhibition mostly above about 51%, no sharp cut-off; note: some results filed as inactive read as strong as hits
NS5 inhibitors: Dengue-2 NS5 methyltransferase inhibitors, primary screen, biochemical, confirmation dose response (AID 588689) | one-dose inhibition, % at 25 µM; IC50 in µM for titrated hits | actives 0.3% (n = 340,000) | Dengue-2 NS5 methyltransferase capping enzyme assay, biochemical; higher % means a stronger effect; in the data active = a potency from the dose series
UTI89 phage lysis: inhibition of K1F phage lysis, E. coli UTI89, bacterial capsule biogenesis inhibitors, alamar blue (AID 488966); one-dose inhibition, % at 100 µM; IC50 in µM for titrated hits; E. coli UTI89 K1F phage lysis, alamar blue, 2 h; higher % means a stronger effect; actives 0.02% (n = 340,000);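 active = phage lysis inhibition, versus mean bacterial control, above a set limit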;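 note: capsule biogenesis inhibitors block K1F phage lysis so surviving cells raise fluorescence; higher fluorescence means more inhibition of phage lysis; actives were called in the ten point dose series up to 300 µM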
NTR1 agonist cell count 20 µM: further read-out of NTR1 agonist, marked with its call; cell count; measured here: cell count, cytotoxicity flag
NS5 inhibitors pilot replicate: further read-out of NS5 inhibitors, marked with its call; inhibition, %; measured here: pilot screen replicate inhibition
Starred values were filed as active, the others as inactive; . = not tested or not shown; [ ] = another dose, or the depositor's remark.

SMILES | GPR55 LPI antagonism | HIV fusion peptide | GPR55 activation | SIAH1 antagonists | NTR1 agonist | NTR1 agonist cell count 20 µM | GPR35 antagonists | AID2073 | NS5 inhibitors | UTI89 phage lysis | others
CN(c1ccccc1C(=O)NC1CC2CCC1C2)S(=O)(=O)c1ccccc1 (configuration not stated) | -6% | -0.9% | -0.2% | 0% | 0.2 | 40 | 13% | 11% | -3% | 2.2%
COc1cc(/C=N/Nc2nc(Nc3ccccc3)nc(-n3nc(C)cc3C)n2)cc(OC)c1OC | 2% | -3.4% | -0.2% | -16% | 7.6 | 84 | -1% | 24% | 3% | 0.5%
O=C(CN1CCN(S(=O)(=O)c2ccccc2)CC1)Nc1ccccc1C(=O)c1ccccc1 | -13% | -0.9% | 0.3% | 2% | 0.5 | 56 | -1% | 4% | -1% | 1.3%[50 µM]
CCn1c(=O)c(C2=NS(=O)(=O)c3ccccc3N2)c(O)c2ccccc21 | -5% | 13% | 0.3% | 0% | . | . | -8% | 9% | . | .
CCCCCOP(=O)(OCCCCC)C1(NS(=O)(=O)c2ccccc2)C=CC(=O)c2ccccc21 (configuration not stated) | 19% | -0.3% | 1.0% | 0% | 18 | 45 | 12% | -28% | -1% | -0.7%
CCOC(=O)C1=C(C)Nc2nc(C)nn2C1c1ccc(OCC)c(OC)c1 (configuration not stated) | 8% | -0.2% | 0.3% | 1% | -3.6 | 80 | 4% | -7% | 4% | 4.5%
COc1ccc(NC(=O)CC(C)C)c(OC)c1 | 10% | 3.4% | -0.1% | -1% | 0.8 | 77 | 21% | 3% | -9% | -0.4%
Cc1ccccc1Cn1c(CN2CCc3ccccc3C2)nc2c1c(=O)n(C)c(=O)n2C | 4% | 2.5% | 0.3% | 10% | 7.2 | 45 | 0% | -3% | -1% | 0.1%
CC(O)C(C(=O)OCc1ccc([N+](=O)[O-])cc1)N1C(=O)c2ccccc2C1=O (configuration not stated) | -1% | -0.6% | 0.3% | 1% | . | . | -16% | -2% | -6% | 4.3%[50 µM]
O=C1CC(=O)Nc2cc(S(=O)(=O)Nc3ccc(Cl)c(C(F)(F)F)c3)ccc2N1 | 7% | 2.1% | -0.2% | 1% | 0.8 | 43 | -4% | 16% | 2% | -0.1%
C[N+]1(CCN2C(=O)C3CC=C(Cl)CC3C2=O)CCOCC1 (configuration not stated) | 2% | -1.8% | -0.2% | -3% | -0.5 | 61 | 4% | 0% | -2% | 0.9%
COc1ccc(N2CC(O)=C(c3n(C)c4ccccc4[n+]3C)C2=N)cc1 | 17% | 1.6% | 1.0% | 3% | -1.4 | 47 | 17% | -1% | -5% | 0.1%
O=C(Nc1cccc(-c2cccc(F)c2)c1)C1CCN(Cc2ccco2)CC1 | -4% | 0.4% | -0.1% | -1% | 7.6 | 44 | -1% | -6% | 2% | 0.1%
CCOC(=O)N1CCC(N(CCOC)C(=O)Nc2ccc(Cl)cc2)CC1 | 6% | -1.8% | -0.2% | 0% | 1.2 | 63 | 3% | -1% | -7% | -0.1%
O=C(Nc1ccncc1)c1cccc(F)c1 | -2% | -0.3% | 0.0% | 3% | -3.8 | 87 | -16% | -2% | -2% | -1.6%
CCc1cccc(NC(=O)CN(C)S(=O)(=O)c2cccs2)c1 | 8% | 28% | -0.2% | -3% | -0.4 | 79 | 3% | -6% | . | -0.4%
O=C(O)Cn1ncc2c1-c1ccoc1CC2 | -11% | 3.7% | 0.2% | -6% | 1.4 | 100 | -3% | 4% | 1% | 1.4%
CC1CCN(Cc2cnc(Cl)s2)CC1 | 6% | -1.6% | -0.2% | 1% | -0.7 | 45 | 2% | 4% | . | 0.2%
Cc1ccc(C(=O)CSc2ncnc3ccccc23)o1 | 10% | -2.0% | -0.4% | -2% | 2.1 | 95 | -2% | 24% | 22% | 0.2%
CCCCc1c(O)nc(SC2CC(=O)N(c3ccc(C(=O)OCC)cc3)C2=O)[nH]c1=O (configuration not stated) | -2% | 2.5% | -0.4% | 0% | 2.8 | 62 | -10% | 2% | . | -0.1%
COC(=O)CCCC1=CC2=C(c3ccccc3)C(=O)C(C)(OC(=O)C3CCCC3)C(=O)C2=CN1Cc1ccco1 (configuration not stated) | -2% | 24% | -0.1% | 0% | -0.4 | 61 | -10% | 2% | 6% | 0.9%
Cc1ccc[n+](-c2nc([O-])sc2/C=N/Nc2ccc([N+](=O)[O-])cc2)c1 | 20% | 9.3% | -0.2% | -3% | -0.5 | 39 | 0% | -39% | 24% | -0.7%
O=C(CSc1ccc2nnc(-c3ccccn3)n2n1)Nc1ccccc1 | -7% | -1.2% | 0.4% | 1% | 0.7 | 63 | 7% | 18% | 2% | 0.2%
c1ccc2c(c1)SCc1nnc(-c3ccncc3)n1-2 | -1% | -0.4% | -0.3% | -2% | -0.6 | 41 | -5% | 7% | -4% | 1.8%
CCC(=O)NCCn1c(C)cc2ccccc21 | 16% | 28% | -0.1% | 10% | 5.3 | 68 | 4% | 46% | 0% | 2.5%
Cc1ccc(C)c(NS(=O)(=O)c2ccc(OCC(=O)NCC3CCCO3)cc2)c1 (configuration not stated) | -1% | -1.6% | 0.6% | -2% | -1.1 | 83 | 1% | 14% | -11% | 0.4%
COc1cccc(C(=O)CSc2nnc(-c3ccco3)n2CC2CCCO2)c1 (configuration not stated) | -7% | 2.1% | -0.1% | 1% | -0.5 | 52 | -8% | -6% | -8% | 6.3%
CCn1c(SCC(=O)c2ccc(OC)cc2)nnc1C(C)NC(=O)c1ccc(OC)cc1 (configuration not stated) | -1% | -3.0% | -0.2% | -2% | -0.1 | 39 | 23% | -17% | -2% | 6.5%
CCc1nc(=O)c(-c2ccccc2)c(C)n1-c1ccccc1 | 7% | -0.1% | -0.3% | -3% | -1.5 | 53 | -5% | -4% | -4% | 0.1%
CCC(C)NC(=O)CN(c1cc(C)cc(C)c1)S(=O)(=O)c1c(C)[nH]c(=O)[nH]c1=O (configuration not stated) | 11% | -0.4% | -0.1% | 1% | 1.1 | 57 | -4% | -9% | -3% | 0.0%
CCCCC(c1nnnn1CCOC)N1CCN(C)CC1 (configuration not stated) | 2% | 2.3% | -0.3% | 3% | 0.3 | 62 | -12% | -2% | -6% | 0.8%
CCN(CC)C(=O)C1CCN(CC2CC=CCC2)CC1 (configuration not stated) | 11% | 1.1% | -0.2% | 1% | 3.0 | 57 | 13% | -3% | -7% | 1.8%
O=C(Nc1ccc2c(c1)OCCO2)N1CCN(c2ccccc2)CC1 | 8% | -2.4% | 0.2% | 3% | 1.2 | 88 | 11% | -8% | -6% | 0.1%
C=C(C)COc1ccc(-c2ncnc(C(F)(F)F)c2-c2ccc(OC)cc2)c(O)c1 | 6% | 1.2% | 0.3% | 2% | 4.7 | 96 | -9% | 5% | -5% | -0.1%
O=C(CN1CCC(n2nnc3cc(F)ccc32)CC1)NC1CC1 | 20% | 4.5% | 0.6% | 4% | -1.3 | 82 | 7% | 19% | 1% | 0.4%
Clc1ccc(Oc2nnnn2-c2ccccc2)cc1 | 15% | -1.3% | -0.1% | 5% | -0.3 | 92 | 5% | -3% | 6% | -0.6%
O=C(Nc1ccccc1O)c1ccc(C(=O)c2ccccc2)o1 | -8% | -1.2% | -0.4% | 9% | 0.8 | 75 | -22% | 3% | 10% | -0.1%
Cc1cc(C)nc(NC(=O)C(C)C)n1 | 22% | -3.6% | 0.6% | 2% | 0.6 | 42 | 7% | -1% | -3% | 1.9%
Fc1ccc(-c2ccc(/C=N/n3cnnc3)o2)cc1 | -14% | -1.0% | -0.1% | 3% | -0.2 | 52 | 6% | -3% | -2% | 0.0% | NS5 inhibitors pilot replicate=-2.7
CCC(C)Nc1nc2c(c(=O)[nH]c(=O)n2C)n1CCCc1ccccc1 (configuration not stated) | 15% | 0.2% | -0.1% | -8% | 2.0 | 55 | -4% | -4% | 6% | -0.4%
COC(=O)c1ccc(N2C(=O)Nc3ccccc3N2O)cc1 | 8% | -1.1% | 0.2% | 11% | -1.4 | 94 | -10% | -5% | -1% | 0.1%
COc1cccc2c(Cl)c(CC=C(Cl)Cl)c(C)nc12 | -2% | -0.8% | -0.3% | 4% | 14 | 61 | -9% | -40% | -7% | 0.4%
CCC1=NC(c2ccc(Br)cc2)N(O)C1(C)C (configuration not stated) | 7% | -1.9% | 0.1% | 2% | -0.4 | 37 | -13% | 1% | -2% | -0.6%
CCOc1ccc(NC(=O)CSC2=C(C#N)C(c3ccc4c(c3)OCO4)CC(=O)N2)cc1 (configuration not stated) | 3% | -3.3% | 0.0% | 2% | 1.2 | 82 | -4% | -9% | -10% | -0.6%
COc1cc(OC)c(OC)cc1CNC1CCCCCC1 | 9% | -0.1% | -0.2% | 3% | 3.2 | 52 | 1% | 0% | 0% | -0.3%

Of the compounds above, seven contain a furan ring, fused or not.
SMILES | GPR55 LPI antagonism | HIV fusion peptide | GPR55 activation | SIAH1 antagonists | NTR1 agonist | NTR1 agonist cell count 20 µM | GPR35 antagonists | AID2073 | NS5 inhibitors | UTI89 phage lysis | others
O=C(Nc1cccc(-c2cccc(F)c2)c1)C1CCN(Cc2ccco2)CC1 | -4% | 0.4% | -0.1% | -1% | 7.6 | 44 | -1% | -6% | 2% | 0.1%
O=C(O)Cn1ncc2c1-c1ccoc1CC2 | -11% | 3.7% | 0.2% | -6% | 1.4 | 100 | -3% | 4% | 1% | 1.4%
Cc1ccc(C(=O)CSc2ncnc3ccccc23)o1 | 10% | -2.0% | -0.4% | -2% | 2.1 | 95 | -2% | 24% | 22% | 0.2%
COC(=O)CCCC1=CC2=C(c3ccccc3)C(=O)C(C)(OC(=O)C3CCCC3)C(=O)C2=CN1Cc1ccco1 (configuration not stated) | -2% | 24% | -0.1% | 0% | -0.4 | 61 | -10% | 2% | 6% | 0.9%
COc1cccc(C(=O)CSc2nnc(-c3ccco3)n2CC2CCCO2)c1 (configuration not stated) | -7% | 2.1% | -0.1% | 1% | -0.5 | 52 | -8% | -6% | -8% | 6.3%
O=C(Nc1ccccc1O)c1ccc(C(=O)c2ccccc2)o1 | -8% | -1.2% | -0.4% | 9% | 0.8 | 75 | -22% | 3% | 10% | -0.1%
Fc1ccc(-c2ccc(/C=N/n3cnnc3)o2)cc1 | -14% | -1.0% | -0.1% | 3% | -0.2 | 52 | 6% | -3% | -2% | 0.0% | NS5 inhibitors pilot replicate=-2.7
